# Pin1 inhibitor: qHTS Assay to Find Inhibitors of Pin1; Pin1 FP peptide displacement, HiFluor488, 10 min; Potency, µM (series often up to 115 µM), inactives show at the top dose activity, negative = inhibition, actives largely listed as inhibitors; hit rate 0.009% among 390,000; active = well fitted inhibition curve with a large enough effect in the polarisation, with a control signal flat, not every such curve was filed as active; inconclusive = small, poorly fitted or top-dose-only effect, or effect the other way, or a change in a side signal; inactive = no such curve, though single readings can be large or run the other way; the % refers to the polarisation; also: potency is read from the fitted curve at half-maximal effect; % is scaled to controls: 0 for no effect and ±100 for the full control effect
# Target sequence (Q13526 whole entry, looked up): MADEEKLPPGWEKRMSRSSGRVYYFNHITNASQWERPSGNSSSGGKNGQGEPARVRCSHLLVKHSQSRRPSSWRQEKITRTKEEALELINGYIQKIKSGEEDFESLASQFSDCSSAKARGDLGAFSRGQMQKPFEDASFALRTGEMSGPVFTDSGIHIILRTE
# D2 antag: HTS Assay for Allosteric Antagonists of the Human D2 Dopamine Receptor: Primary Screen for Antagonists | AID 485344, 2010 | HEK293 TREx D2 cells, calcium flux, dopamine EC80 | inhibition, % at 10 µM | hit rate 2% among 340,000; in the data active = inhibition above about 30%; also: 0% is about no effect
#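 Compounds are added to dye-loaded, induced HEK293 T-REx cells coupled to calcium release via D2; after a 3 min kinetic read an EC80 dopamine stimulus is given and fluorescence is recorded for 3 more min.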
# USP1-UAF1 inh: Inhibitors of USP1/UAF1: Primary Screen. Ubiquitin carboxyl-terminal hydrolase 1 (Homo sapiens), O94782. recombinant USP1/UAF1, Ub-Rhodamine cleavage fluorescence. Potency, µM (highest dose often 57.1 µM), inactives show at the top dose activity change, negative = inhibition, hits mostly inhibitors. hit rate 0.23% among 390,000. AID 743255, 2014; also: potency is read from the fitted curve at half-maximal effect; % is scaled to controls: 0 for no effect and ±100 for the full control effect; nearly all actives have a fitted effect of over 60% in size; inactives centre near -12
# Target sequence (O94782 whole entry, looked up): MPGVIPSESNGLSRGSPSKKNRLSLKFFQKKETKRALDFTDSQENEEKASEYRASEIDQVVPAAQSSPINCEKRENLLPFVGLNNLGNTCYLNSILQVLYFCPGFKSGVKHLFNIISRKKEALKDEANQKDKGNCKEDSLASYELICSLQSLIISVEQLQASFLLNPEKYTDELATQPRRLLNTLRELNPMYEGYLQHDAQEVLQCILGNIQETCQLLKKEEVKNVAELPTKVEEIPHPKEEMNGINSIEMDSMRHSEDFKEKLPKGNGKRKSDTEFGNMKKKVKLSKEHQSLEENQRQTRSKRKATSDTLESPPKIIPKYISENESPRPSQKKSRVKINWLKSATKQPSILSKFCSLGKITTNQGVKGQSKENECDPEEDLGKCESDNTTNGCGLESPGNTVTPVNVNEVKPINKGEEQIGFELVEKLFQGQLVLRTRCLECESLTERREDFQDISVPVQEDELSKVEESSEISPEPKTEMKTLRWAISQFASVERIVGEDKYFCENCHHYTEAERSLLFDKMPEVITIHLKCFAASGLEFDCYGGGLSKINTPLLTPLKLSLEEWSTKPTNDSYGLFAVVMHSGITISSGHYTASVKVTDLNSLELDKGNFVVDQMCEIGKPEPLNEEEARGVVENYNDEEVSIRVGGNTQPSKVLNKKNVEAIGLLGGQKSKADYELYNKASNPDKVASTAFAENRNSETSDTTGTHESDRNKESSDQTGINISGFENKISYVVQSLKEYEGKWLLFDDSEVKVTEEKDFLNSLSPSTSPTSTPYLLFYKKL
#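 USP1/UAF1 complex (1 nM) preincubated 15 min at room temperature with compound, then Ub-Rho substrate (150 nM final) added. Kinetic fluorescence at 480/540 nm over 6 reads at 60 s intervals; 50 mM HEPES pH 7.8, 0.5 mM EDTA, 0.1 mg/ml BSA, 1 mM TCEP, 0.01% Tween-20.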
# TRHR ag: qHTS for Small Molecule Agonists and Allosteric Enhancers of Human TRH Receptor: Primary Screen for Agonists; TRHR cells, calcium flux fluo-8, FDSS agonist mode; AID 493084, 2011; activation, % at 2 µM; Thyrotropin-releasing hormone receptor (Homo sapiens), P34981; hit rate 0.18% among 360,000; in the data active = activation above about 30%; also: 0% is about no effect
#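 Agonist-mode FDSS calcium read (Ex 480/Em 530, 1 s cycles) in 1536-well TRHR cells with fluo-8 dye, after 10-cycle baseline and 23 nL compound addition; TRH at EC20 (10 nM final) added afterwards for the enhancer phase.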
# TrxR1 substrate: qHTS Assay for Substrates of Mammalian Selenoprotein Thioredoxin Reductase 1 (TrxR1): qHTS. Thioredoxin reductase 1, cytoplasmic (Rattus norvegicus), O89049. purified TrxR1 substrate turnover, NADPH consumption readout. Potency, µM (series often up to 114 µM), for inactives: at the top dose activity change, negative = substrate turnover. hit rate 0.01% among 390,000; also: potency is read from the fitted curve at half-maximal effect; % is scaled to controls: 0 for no effect and ±100 for the full control effect; nearly all actives have a fitted effect of over 50% in size
#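 Rat TrxR1, dispensed at 90 nM, was prereduced with 400 uM NADPH (final) for 5 min at ~22 deg C, then incubated with compound 15 min before 400 uM selenite. A first-read NADPH fluorescence drop versus no-compound background flagged substrates.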
# TRHR enhancer: qHTS for Small Molecule Agonists and Allosteric Enhancers of Human TRH Receptor: Primary Screen for Enhancers; enhancement, % at 2 µM; TRHR cells, fluo-8 calcium fluorescence, EC20 TRH enhancement; hit rate 0.66% among 360,000; AID 493056, 2011; Thyrotropin-releasing hormone receptor (Homo sapiens), P34981; in the data active = enhancement above about 30%; also: 0% is about no effect
#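 Enhancer read-out: after compound pinning and an initial kinetic agonist-mode read, an EC20 of TRH (10 nM final) was injected and fluo-8 calcium signal (Ex 480/Em 530) followed at 1 s/cycle for 100 cycles in TRHR-expressing cells.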
# rTrxR1 inhibitor: qHTS Assay for Inhibitors of Mammalian Selenoprotein Thioredoxin Reductase 1 (TrxR1): qHTS; Thioredoxin reductase 1, cytoplasmic (Rattus norvegicus), O89049; recombinant rTrxR1, NADPH fluorescence consumption, selenite substrate; Potency, µM (titrated, usually from 114 µM), inactives show at the top dose activity change, negative = inhibition, most hits filed as inhibitors; hit rate 1% among 390,000; also: potency is read from the fitted curve at half-maximal effect; % is scaled to controls: 0 for no effect and ±100 for the full control effect; nearly all actives have a fitted effect of over 65% in size
#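 Rat TrxR1 (90 nM in the dispensed reagent) was pre-reduced with 400 uM NADPH for 5 min at room temperature, then incubated with compound for 15 min. After 400 uM selenite was added, NADPH fluorescence (Ex 340/Em 450 nm) was followed for 8 min.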
# mIDH1 inhibitor: qHTS for Inhibitors of mutant isocitrate dehydrogenase 1 (IDH1): qHTS. IDH1-R132H enzyme, NADPH consumption, diaphorase/resazurin fluorescence. Potency, µM (doses to about 76.6 µM), for the others: top-dose activity change, negative = inhibition, hits mostly inhibitors. hit rate 0.093% among 390,000; also: potency is read from the fitted curve at half-maximal effect; % is scaled to controls: 0 for no effect and ±100 for the full control effect; nearly all actives have a fitted effect of over 65% in size
#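 IDH1-R132H (0.5 ug/mL dispensed) in pH 7.5 Tris buffer was preincubated 30 min with compound, then given a substrate mix of 0.016 mM NADPH and 2 mM alpha-KG for 80 min at room temperature; remaining NADPH was read by diaphorase/resazurin fluorescence.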
# D2 ag: HTS Assay for Allosteric Agonists of the Human D2 Dopamine Receptor: Primary Screen for Agonists | HEK293 T-REx D2 cells, calcium flux agonist mode | activation, % at 2 µM | hit rate 0.53% among 340,000 | AID 485358, 2010;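 active = activation over 3 SD above normal in the single-dose calcium agonist read, cut at about 30% in these data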; also: 0% is about no effect
#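 Tetracycline-induced HEK293 Trex cells with D2 receptor force-coupled to calcium signaling, plated overnight at 30 C and loaded with no-wash calcium dye. Calcium flux read kinetically for 180 s after compound addition; responses flag agonists.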
# An asterisk follows results filed as active; ? = inconclusive; · = not tested or not shown; [ ] = remark or other dose. Unless noted, calls follow the shape of the dose curve; as a rule, active = well fitted inhibition curve with a large enough effect; inconclusive = small, poorly fitted or top-dose-only effect; inactive = no such curve, though single readings can be large or run the other way. Only part of the results is shown; count on the stated rates, not on these rows.
entry	SMILES	Pin1 inhibitor	D2 antag	USP1-UAF1 inh	TRHR ag	TrxR1 substrate	TRHR enhancer	rTrxR1 inhibitor	mIDH1 inhibitor	D2 ag
1	Cc1ccnc(NC(=O)c2cccc3ccccc23)c1	1%	0	-12%	-2.1	0%	1	18%	6%	-0.3
2	C/C(=N/NC(=O)CN1CCN(Cc2ccccc2)CC1)c1ccc([N+](=O)[O-])cc1	-5%	11	-27%	-4.2	2%	11	17%	9%	-2.5
3	CCC(C)[C@H](NC(=O)OC(C)(C)C)c1nnc(SCc2c(C)[nH]c(=O)[nH]c2=O)o1 (stereo partly specified)	-3%	24	-1%	-0.3	14%	0	23%	5%	-1.4
4	CCOC(=O)N1CCC(N2CCN(S(=O)(=O)c3ccc([N+](=O)[O-])cc3)CC2)CC1	6%	11	-1%	1.0	4%	-8	3%	4%	-1.5
5	Cc1n[nH]c(=S)n1/N=C/c1ccccc1	2%	6	-14%	-0.1	-3%	3	?	1%	25
6	CCOC(=O)c1cn(-c2nc(-c3ccc(Cl)c(Cl)c3)cs2)c2c(F)c(N3CCOCC3)c(F)cc2c1=O	3%	-5	-3%	2.4	2%	-7	-2%	0%	1.0
7	O=C(c1ccc2c(c1)CCN2S(=O)(=O)c1ccccc1)N1CCN(c2ccccc2)CC1	10%	-3	-18%	0.3	6%	33*	29%	-4%	0.7
8	CCNC(=O)c1cc2ccccc2o1	1%	-1	-16%	-0.2	-4%	-4	-8%	-1%	-0.1
9	CCOC(=O)CSc1nc(=O)n2ccc(C)cc2n1	-14%	-16	-10%	-0.1	-5%	-1	-5%	0%	-0.1
10	C=CCNC(=O)C1COc2ccccc2O1 (stereo unspecified)	-11%	8	-17%	0.6	6%	-1	17%	1%	0.8
11	O=c1ccc(/C=C/c2ccccc2)nn1Cc1ccc(F)cc1	-5%	-8	-14%	-0.6	36%	-4	12%[57.1 µM]	3%	-0.3
12	COc1ccc(NC(=O)C(Sc2nnc(-c3ccncc3)n2-c2ccccc2C)c2ccccc2)cc1Cl (stereo unspecified)	14%	3	-11%	1.3	-11%	2	-13%	7%	1.6
13	Cc1cccc(NC(=O)c2cccnc2)c1	0%	5	-3%	3.8	3%	5	6%	6%	1.5
14	COc1cccc(C2NC(=O)c3ccccc3O2)c1OCc1ccccc1F (stereo unspecified)	2%	-13	-2%	7.9	3%[57.1 µM]	-1	-4%[57.1 µM]	-1%	1.7
15	COc1ccc(NC(=O)c2cc3ccccc3o2)cc1	1%	20	-4%	-0.2	-11%	-2	-11%	26%	-0.5
16	Cc1ccc(NC(=O)CN2C(=O)NC(Cc3ccccc3)C2=O)cc1 (stereo unspecified)	-10%	2	-21%	-0.8	9%[57.1 µM]	-3	20%[57.1 µM]	-4%	2.1
17	Cc1cccc(N2CCN(C(=S)c3ccc(-c4ccccc4[N+](=O)[O-])o3)CC2)c1	-13%	10	-19%	0.1	-20%[57.1 µM]	-5	8%[57.1 µM]	5%	-0.1
18	O=C(CSc1ncccn1)Nc1ccc(N2CCOCC2)cc1	1%	-13	-21%	1.0	12%[57.1 µM]	6	15%[57.1 µM]	1%	0.7
19	CNC(=S)NNC(=O)c1cccn(Cc2cccc(Cl)c2)c1=O	40%[activator]	-2	-14%	-0.8	10%[57.1 µM]	3	-2%[57.1 µM]	2%	0.4
20	Fc1ccc(NC(=S)N2CCCC(c3ccccc3)=N2)cc1	-10%	-2	-8%	-0.1	0%[57.1 µM]	2	19%[57.1 µM]	10%	26
21	Cc1ccn2cc(CCNC(=O)c3ccc(Br)o3)nc2c1	0%	14	-24%	-0.2	8%	-5	8%[57.1 µM]	2%	-0.1
22	O=C(NCCN1CCN(c2cccc(Cl)c2)CC1)C1CCCN(S(=O)(=O)c2cnc[nH]2)C1 (stereo unspecified)	-4%	81*	-26%	0.2	0%	1	17%	-7%	81*
23	Cc1ccc2c(CC(=O)NC3CCCc4ccccc43)coc2c1 (stereo unspecified)	7%	-10	-4%	-1.3	7%	-1	18%	-2%	-1.2
24	COc1ccccc1CN1C[C@@H]2C[C@@H](c3[nH]c4c(C)cccc4c3C)N3CCC[C@@]23C1=O	15%	·	-14%	0.3	7%	-4	8%	11%	·
25	COc1cccc(NC(=O)CSc2nnc(NC(=O)c3ccco3)s2)c1	2%	11	-5%	0.6	-6%	4	-1%	-3%	-0.1
26	O=C(CSCC(=O)N1CCN(c2ccccc2)CC1)Nc1nc(-c2ccc(Cl)s2)cs1	15%	14	-23%	-0.6	6%[57.1 µM]	2	15%[57.1 µM]	8%	-0.1
27	CC(C)OC(=O)CSc1nnc2n1C(C)(C)Cc1ccccc1-2	-3%	3	-12%	-0.2	-4%	0	0%	6%	2.5
28	Cc1cccc2cc(C(c3nnnn3C3CCCC3)N3CCOCC3)c(=O)[nH]c12 (stereo unspecified)	-5%	14	-18%	-0.2	-4%	16	-23%	6%	-1.1
29	Cc1ccc(OCC(=O)Nn2cnnc2)c(Br)c1	0%	-27	-25%	-0.5	-7%	-5	7%	-2%	0.3
30	Cc1ccc(NS(=O)(=O)c2c(C)noc2C)cc1	5%	-5	-21%	0.4	4%	-12	10%	0%	1.1

# New compounds follow:
entry	SMILES	Pin1 inhibitor	D2 antag	USP1-UAF1 inh	TRHR ag	TrxR1 substrate	TRHR enhancer	rTrxR1 inhibitor	mIDH1 inhibitor	D2 ag
31	O=C(O)c1ccccc1SCc1csc(-c2ccccc2)n1	3%	-14	?	-0.3	2%	3	11%	0%	-1.0
32	COc1ccccc1NC(=O)CSc1nc(N)c(C#N)cc1C#N	?	-2	-12%	1.0	3%	26	5%	-7%	2.5
33	COc1ccc(-n2c(=O)c3ccccc3n(Cc3ccc(F)cc3)c2=O)cc1OC	2%	1	-16%	-0.6	-4%	-3	4%	7%	-1.0
34	CSc1ccc(CNCc2ccc3c(c2)OCO3)cc1	-8%	5	-8%	-0.7	0%	2	15%	-6%	-1.3
35	COc1ccc(CNS(=O)(=O)c2ccc3oc(C(=O)O)c(C)c3c2)cc1	4%	19	-1%	0.7	-4%	-3	2%	-1%	1.2
36	CCN(CC(=O)NCc1cccs1)C(=O)CCc1c[nH]c2ccccc12	1%	3	-21%	-0.5	6%[57.1 µM]	-1	27%[57.1 µM]	-1%	-0.3
37	CCOc1cc(/C=C2\C(=O)N(Cc3ccc(C)cc3)C(C)=C2C(=O)OC)ccc1O	?	-2	-9%	0.4	-1%[57.1 µM]	-4	28µM*	3%	-0.6
38	CCc1noc(C)c1C(=O)Nc1ccc(F)c(F)c1F	1%	2	-10%	-0.2	-2%	-4	-3%	0%	0.3
39	O=C(CSc1nc2nccnc2c(=O)n1CCc1c[nH]c2ccccc12)Nc1ccccc1	-4%	·	2%	-0.5	9%[11.4 µM]	-9	-10%	4%	0.3
40	O=C1CCC(=O)N1c1nc2nc(-c3ccccc3)cc(=O)n2[nH]1	1%	16	2%	0.4	-11%	2	-11%	21%	0.1
41	Cc1ccc(-n2nc3c(c2NC(=O)c2ccco2)CS(=O)C3)c(C)c1 (stereo unspecified)	-5%	33*	2%	0.6	0%	-7	-30%	-1%	-0.3
42	Cc1ncc(CO)c2cc(C(=O)Nc3cccc(F)c3)c(=Nc3cccc(C(N)=O)c3)oc12	2%	12	-20%	-1.0	2%	-5	21%	0%	-0.1
43	COCCCNc1nc(SCc2ccccc2)nc2sc3c(c12)CCC3	6%	1	-11%	-1.4	-10%	-2	-6%	7%	-1.2
44	O=C(CNC(=O)c1ccccc1Cl)N/N=C/c1ccc2c(c1)OCO2	-1%	-7	-13%	-0.7	-1%	1	5%	-14%	0.0
45	Cc1ccc(C2CC(c3cccs3)=NN2C(=O)c2ccc(Br)o2)cc1 (stereo unspecified)	19%	17	-22%	-0.5	10%[57.1 µM]	1	-3%[57.1 µM]	0%	-0.1
46	O=C(CN1C(=O)C2C3C=CC(C3)C2C1=O)NCc1ccco1 (stereo unspecified)	-5%	17	0%	0.0	2%	9	3%[0.457 µM]	1%	-1.0
47	N#Cc1ccccc1NC(=S)Nc1ccc(F)cc1	?	5	-12%	0.0	-21%[11.4 µM]	-4	18%[11.4 µM]	10%	1.4
48	CC(C)Cn1c(=O)c2ccccc2n2c(CCC(=O)NC(C)c3ccccc3)nnc12 (stereo unspecified)	-3%	·	-8%	-0.2	6%	-2	27%	0%	-0.6
49	CCOc1ccccc1C1CC(=O)NC2=C1C(=O)CC(C)(C)C2 (stereo unspecified)	-5%	-5	-23%	0.0	10%[57.1 µM]	7	8%[57.1 µM]	-3%	0.1

# Individual results from the list:
# rTrxR1 inhibitor with entry 44 is entered as 5%
# USP1-UAF1 inh with entry 33 is entered as -16%

# TRHR enhancer, entries above that show a hit.
no. | compound | Pin1 inhibitor | D2 antag | USP1-UAF1 inh | TRHR ag | TrxR1 substrate | TRHR enhancer | rTrxR1 inhibitor | mIDH1 inhibitor
7 | O=C(c1ccc2c(c1)CCN2S(=O)(=O)c1ccccc1)N1CCN(c2ccccc2)CC1 | 10% | -3 | -18% | 0.3 | 6% | 33* | 29% | -4%

# Source: PubChem (National Center for Advancing Translational Sciences (NCATS))
